Source: PubChem
Glyco luc inh – N-linked glycosylation inhibition; D54 ERlucT glycosylation luciferase reporter, 24 h; percent of 100 nM tunicamycin response; reporter increase, % at 12.5 µM; hit rate 0.23% among 360,000; AID 588692;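 active = mean luciferase reporter signal, scaled so untreated is 0 and the glycosylation-blocking control 100, at or above a set limit in every replicate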;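 note: luciferase carries N-glycosylation sites so blocking glycosylation raises the light; 0% = median of neutral control wells and 100% = median of 100 nM tunicamycin wells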
aDG glyco act – alpha-DG glycosylation activation; Pro5-aDG cells, alpha-DG glycosylation AlphaScreen (IIH6); 0% Pro5, 100% B10-LARGE cell signal; activation, % at 10 µM; hit rate 0.22% among 360,000; AID 624168;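 active = activation of at least 8% versus controls, or a plate z-score of at least 8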;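 note: Pro5 are CHO cells carrying HIG-tagged alpha-DG that lacks glycosylation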
hiPSC survival – increases survival of single human iPS cells | survival enhancement, % at 20 µM | hit rate 0.044% among 360,000 | hiPSC single-cell survival, ATPlite luminescence; 100% = ROCK inhibitor wells, 0% = DMSO; in the data active = survival enhancement above about 18%;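 note: cells exposed to compounds for 16 hours before the ATP read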
H9c2 protect – protects H9c2 cardiomyocytes from peroxide injury | H2O2 injury protection, ATPLite, 2 h | protection from H2O2 cell death, % at 20 µM | hit rate 0.63% among 360,000 | AID 588492;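 active = compounds giving at least 50% protection of heart cells from peroxide-induced death in the single-dose screen, raw or plate-pattern-corrected value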;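 note: 0% = DMSO wells with peroxide and 100% = DMSO wells without peroxide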
ABHD5-PLIN5 inh – inhibitors of human ABHD5-perilipin-5 interaction; inhibition, % at 4 µM; hit rate 0.78% among 360,000; Split G. princeps luciferase complementation, luminescence, 4 h;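 active = inhibition above the mean inhibition across every tested compound plus 3 SD, cut at about 22% in these data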;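 note: 0% = DMSO only wells and the 100% control is not disclosed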
Granule exo inh – lytic granule exocytosis inhibition | TALL-104 LAMP-1 surface exposure, flow cytometry; cells stimulated with thapsigargin and PMA | inhibition, % at 10 µM | hit rate 0.66% among 360,000;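 active = inhibition above about 55%, limit read from the data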
m5-HT2A agonist – agonists of mouse serotonin 5-HT2A receptor (HTR2A) | P35363 | CHO-K1 mHTR2A beta-arrestin complementation, luminescence; percent of 30 µM serotonin response | activation, % at 7.6 µM | hit rate 0.66% among 360,000;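 active = activation above a run cutoff, the mean activation of all tested compounds plus 3 SD, cut at about 14% in these data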;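 note: 0% = plate median of compound wells and 100% = 30 µM serotonin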
Target sequence (P35363 whole entry, looked up): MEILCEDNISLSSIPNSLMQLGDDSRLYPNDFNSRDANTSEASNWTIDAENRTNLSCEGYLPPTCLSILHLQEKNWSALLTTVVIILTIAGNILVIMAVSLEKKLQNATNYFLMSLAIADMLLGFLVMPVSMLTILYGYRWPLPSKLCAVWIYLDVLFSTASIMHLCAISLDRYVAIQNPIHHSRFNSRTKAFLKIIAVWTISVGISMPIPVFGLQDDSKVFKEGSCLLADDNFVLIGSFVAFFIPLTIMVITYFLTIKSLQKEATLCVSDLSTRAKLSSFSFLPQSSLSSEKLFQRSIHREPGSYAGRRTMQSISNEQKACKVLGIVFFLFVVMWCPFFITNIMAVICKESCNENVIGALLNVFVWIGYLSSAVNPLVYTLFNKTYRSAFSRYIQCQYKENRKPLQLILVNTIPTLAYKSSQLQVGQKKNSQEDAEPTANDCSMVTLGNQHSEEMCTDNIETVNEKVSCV
MC4R antagonist – blocks human MC4R cAMP signaling | P32245 | MC4R-expressing cells, MTII-stimulated cAMP, LANCE TR-FRET | inhibition, % at 6.5 µM | hit rate 0.48% among 360,000;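 active = inhibition above its plate's cutoff, the mean of tested wells on that plate plus 3 SD, cut at about 29% in these data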;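 note: 0% = Melanotan II alone and 100% = Melanotan II plus saturating MCL0020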
Target sequence (P32245 whole entry, looked up): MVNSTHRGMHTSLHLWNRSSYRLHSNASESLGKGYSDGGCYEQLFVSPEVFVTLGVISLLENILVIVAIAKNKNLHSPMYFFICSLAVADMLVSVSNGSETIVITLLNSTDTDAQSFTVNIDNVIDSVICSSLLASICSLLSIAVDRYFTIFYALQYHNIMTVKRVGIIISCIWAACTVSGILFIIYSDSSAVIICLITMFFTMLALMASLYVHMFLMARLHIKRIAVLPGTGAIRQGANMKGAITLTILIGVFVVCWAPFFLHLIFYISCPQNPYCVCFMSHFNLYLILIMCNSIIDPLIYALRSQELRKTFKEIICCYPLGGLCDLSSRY
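Test system: U2OS cells stably expressing human melanocortin 4 receptor (MC4R); also added: Melanotan II challenge; compound: 6.5 µM single dose; timing: 30-min compound preincubation, 1-h Melanotan II challenge, 1-h detection, room temperature; signal: Eu-cAMP/anti-cAMP TR-FRET, emission 671 nm; repeats: one well per compound, no replicates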
ABCB6 inh 2 – human ABCB6 transporter inhibition; Q9NP58; K562-ABCB6 porphyrin accumulation, flow cytometry, 1 h; hits give low values; fluorescence ratio to DMSO, % at 10 µM; hit rate 0.19% among 360,000; AID 602162;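 active = fluorescence ratio to DMSO below 75%, the collection mean minus 3 SD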;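 note: signal is porphyrin accumulated inside mitochondria; 100% equals median channel fluorescence of DMSO control wells; lower ratio means ABCB6 inhibition with less porphyrin fluorescence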
MC4R ag barr – activates human MC4R beta-arrestin recruitment; activation, % at 8.9 µM; P32245; AID 540308; U2OS MC4R beta-arrestin complementation, luminescence; percent of melanotan II response, DMSO zero; hit rate 0.98% among 360,000;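 active = activation above a per-plate cutoff, the mean activation of sample wells on that plate plus 3 SD, cut at about 8% in these data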
* = called active by the depositor; / = not tested or not shown.

SMILES	Glyco luc inh	aDG glyco act	hiPSC survival	H9c2 protect	ABHD5-PLIN5 inh	Granule exo inh	m5-HT2A agonist	MC4R antagonist	ABCB6 inh 2	MC4R ag barr
COc1ccc(N(C)S(=O)(=O)c2cccc(C(=O)NCc3ccc4c(c3)OCO4)c2)cc1	-3	0.8	-1.2	4	2	7	-2	-3	95	1.6
O=C(CN1C(=O)S/C(=C/c2cccs2)C1=O)N1CCOCC1	1	0.5	6.1	2	2	-2	6	-11	110	-2.4
O=C(NCc1cccnc1)C1CCN(S(=O)(=O)N2CCC3(CC2)OCCO3)CC1	2	-0.3	0.5	-3	-1	-6	3	10	100	-1.0
COc1cc(Cl)ccc1OCc1cc(C(=O)N(C)CC2CCCCO2)no1 (stereo not drawn)	-2	0.1	-0.2	0	1	2	1	-1	95	-3.3
Cc1cccc(CS(=O)(=O)Cc2ccc(C(=O)O)o2)c1	1	0.0	4.0	11	-2	-1	1	-5	89	-0.2
Cc1ccc(S(=O)(=O)N2C[C@@H]3[C@H]4CC[C@H](C4)[C@@H]3[C@@H](C)[C@@H]2c2ccn([Si](C(C)C)(C(C)C)C(C)C)c2)cc1	-4	0.0	1.0	0	6	-2	1	5	94	-1.9
Cc1ccc(SCc2c(C(=O)N/N=C/c3ccoc3)nnn2-c2nonc2N)cc1	0	-0.2	0.0	4	-7	17	-3	-2	102	-2.0
Cc1cccc(NC(=O)c2cc(Cl)ccc2[N+](=O)[O-])c1	-4	0.1	-1.4	9	-3	-4	-4	13	90	-1.9
Cc1cc(Cl)c(S(=O)(=O)Nc2ccc3c(c2)OCCO3)cc1OCC(N)=O	-5	0.0	0.4	-17	0	0	0	6	102	-1.8
CCO/C=C/C(O)(CNC(=O)COc1ccccc1F)C(F)(F)F (stereo not drawn)	1	-0.3	-0.4	-1	0	2	-3	18	103	0.2
CCOC(=O)c1c(C)c(C(=O)OCC)n(C)c1C	1	-0.1	-0.6	-2	0	-2	0	-12	97	-0.1
CC1CCCC(NC(=O)CN(C)S(=O)(=O)c2cccc3cccnc23)C1C (stereo not drawn)	1	-0.1	-3.2	8	0	-5	1	0	102	1.2

Looked up above.
aDG glyco act, `COc1cc(Cl)ccc1OCc1cc(C(=O)N(C)CC2CCCCO2)no1` (stereo not drawn) reads 0.1
MC4R antagonist, `COc1ccc(N(C)S(=O)(=O)c2cccc(C(=O)NCc3ccc4c(c3)OCO4)c2)cc1` reads -3
Glyco luc inh, `CCOC(=O)c1c(C)c(C(=O)OCC)n(C)c1C` reads 1

The results go on:
SMILES	Glyco luc inh	aDG glyco act	hiPSC survival	H9c2 protect	ABHD5-PLIN5 inh	Granule exo inh	m5-HT2A agonist	MC4R antagonist	ABCB6 inh 2	MC4R ag barr
CCOC(=O)c1cc2c(=O)n3cccc(C)c3nc2n(CCOC)c1=NC(C)=O	3	0.0	-0.4	0	-2	-1	-6	1	95	-0.2
CCCCn1nc(C(=O)NCC(=O)Nc2c(C)cccc2C)c2ccccc2c1=O	2	-0.1	-0.3	10	-4	-4	1	12	99	1.1
C=CC(=O)N1c2ccccc2Sc2ccc(NC(=O)OCC)cc21	-5	0.1	-1.5	-4	30*	21	-6	3	117	-4.1
Cc1cc(NC(=O)C(C)C)ncc1NC(=O)c1ccccn1	-2	0.5	1.6	2	-3	-2	-1	14	106	0.4
NS(=O)(=O)c1cc(C(=O)NC2CCSc3ccccc32)ccc1Cl (stereo not drawn)	1	0.0	-0.5	1	-3	-6	3	23	99	1.8
O=C(N/N=C/c1cccc2ccccc12)c1ccncc1	1	-0.2	-0.6	7	-8	-5	-7	-6	105	1.8
CCCCCCCSc1nc(N)cc(=O)[nH]1	3	0.0	-0.5	-11	0	2	1	3	91	0.8
CCCCSc1nnc(CCC)n1N	2	-0.1	0.8	-4	-1	-6	6	10	95	-0.9
CCOC(=O)CN1N=C(/C=C/c2ccc(C)cc2)CCC1=O	2	0.1	-3.0	0	-3	4	-1	2	96	-0.2
CC(C)NC(=O)N(C)C[C@H]1Oc2ccc(NC(=O)CCC(F)(F)F)cc2C(=O)N([C@H](C)CO)C[C@@H]1C	0	-0.3	1.5	4	3	-5	-3	20	101	-0.7
COc1ccc(C(=O)n2nnc3ccccc32)cc1OC	2	-0.4	2.7	6	-1	-4	5	3	92	-1.9
Cc1ccc(NC(=O)CN(C2=NC3CS(=O)(=O)CC3S2)c2ccccc2)cc1 (stereo not drawn)	1	0.2	-2.3	30	-6	-1	10	7	102	-0.8
Cc1ccc(NC(=O)C(C)N=C2NS(=O)(=O)c3ccccc32)cc1 (stereo not drawn)	2	0.2	-0.3	-3	-2	-2	-5	0	89	-1.1
O=C(NCc1ccc(F)cc1)C1CCCN1C(=O)Nc1ccccc1 (stereo not drawn)	0	-0.1	0.0	4	1	4	1	-6	97	-1.9
COc1ccccc1-c1nnc(NC(=O)c2ccccc2F)o1	2	0.0	-2.2	0	13	-5	4	-3	99	-0.9
COc1ccc(OCC(O)Cn2c(Br)nc3c2c(=O)[nH]c(=O)n3C)cc1 (stereo not drawn)	7	0.0	3.2	54*	-5	6	1	-8	98	-1.9
O=C(NCc1ccccn1)C(=O)NCC(c1ccco1)N1CCN(c2ccc(F)cc2)CC1 (stereo not drawn)	-1	0.0	0.2	0	-7	-5	-4	1	94	-0.5
C[C@@H]1CCCCO[C@@H](CN(C)Cc2ccc3c(c2)OCO3)[C@@H](C)CN([C@H](C)CO)C(=O)c2cc(NS(=O)(=O)c3ccccc3)ccc2O1	7	0.0	-0.7	-6	-7	9	-1	6	97	1.1
Cc1cccc(C(=O)NCCN2CCCC2)c1	-3	0.0	-0.7	2	-13	-1	-1	4	94	-1.6
COC(=O)c1ccc(N2NC(=O)/C(=C/c3ccc(-c4ccc(Cl)c(C(=O)O)c4)o3)C2=O)cc1	2	-0.3	-2.7	0	6	-1	-1	-6	101	0.4
O=C(CSc1ccc(-c2ccco2)nn1)N1CCCC1	0	0.0	-0.2	0	3	-7	0	-4	103	-1.8
COc1cc2c(cc1OC)C(c1ccccc1F)OC(=O)C2 (stereo not drawn)	3	0.0	-3.3	0	0	-6	0	9	101	0.3
CCCN(CC(=O)Nc1ccc(F)c(F)c1F)CC(=O)Nc1c(C)n(C)n(-c2ccccc2)c1=O	-1	0.0	-0.6	-5	9	-4	-4	0	99	-0.8
COc1cccc(C2C(C(C)=O)=C(O)C(=O)N2CCc2c[nH]c3ccccc23)c1 (stereo not drawn)	2	-0.3	-0.2	-2	-19	0	1	5	95	0.0

Full records, looked up by structure. Screens in order: Glyco luc inh, aDG glyco act, hiPSC survival, H9c2 protect, ABHD5-PLIN5 inh, Granule exo inh, m5-HT2A agonist, MC4R antagonist, ABCB6 inh 2, MC4R ag barr
COc1ccc(OCC(O)Cn2c(Br)nc3c2c(=O)[nH]c(=O)n3C)cc1 (stereo not drawn) as listed: 7, 0.0, 3.2, 54*, -5, 6, 1, -8, 98, -1.9
O=C(NCc1ccc(F)cc1)C1CCCN1C(=O)Nc1ccccc1 (stereo not drawn) as listed: 0, -0.1, 0.0, 4, 1, 4, 1, -6, 97, -1.9
COc1cccc(C2C(C(C)=O)=C(O)C(=O)N2CCc2c[nH]c3ccccc23)c1 (stereo not drawn) as listed: 2, -0.3, -0.2, -2, -19, 0, 1, 5, 95, 0.0
COc1cc2c(cc1OC)C(c1ccccc1F)OC(=O)C2 (stereo not drawn) as listed: 3, 0.0, -3.3, 0, 0, -6, 0, 9, 101, 0.3
COc1ccccc1-c1nnc(NC(=O)c2ccccc2F)o1 as listed: 2, 0.0, -2.2, 0, 13, -5, 4, -3, 99, -0.9

The main list resumes with the two entries that preceded the break.
SMILES	Glyco luc inh	aDG glyco act	hiPSC survival	H9c2 protect	ABHD5-PLIN5 inh	Granule exo inh	m5-HT2A agonist	MC4R antagonist	ABCB6 inh 2	MC4R ag barr
CCCN(CC(=O)Nc1ccc(F)c(F)c1F)CC(=O)Nc1c(C)n(C)n(-c2ccccc2)c1=O	-1	0.0	-0.6	-5	9	-4	-4	0	99	-0.8
COc1cccc(C2C(C(C)=O)=C(O)C(=O)N2CCc2c[nH]c3ccccc23)c1 (stereo not drawn)	2	-0.3	-0.2	-2	-19	0	1	5	95	0.0
CC(=O)c1ccc(N2CCN(C(=O)CN(C)S(=O)(=O)c3cnc[nH]3)CC2)cc1	2	-0.2	0.1	4	-3	-1	-6	-4	98	-1.3
COc1ccc(C(CNC(=O)Cc2ccccc2F)N2CCCCC2)cc1 (stereo not drawn)	1	0.7	0.1	5	3	2	0	15	96	-2.8
CCCCC(CCC(=O)O)(C(=O)OCC)c1csc(Nc2ccc(C)cc2)n1 (stereo not drawn)	1	0.1	-1.2	7	-6	13	0	4	99	-1.5
Cc1cc(C)c(C)c(S(=O)(=O)ON2C(=O)c3ccccc3C2=O)c1C	23	-0.3	-0.4	-18	-4	52	9	10	95	-0.7
C#Cc1ccc(NC(=O)C2(C)CCN2C(=O)CC(c2ccccc2)c2ccccc2)cc1 (stereo not drawn)	-1	-0.2	-2.0	-7	-14	2	5	1	99	1.5
CSc1nc2ccc(NC(=O)c3ccc(Cl)s3)cc2s1	0	0.3	-1.0	-18	5	-7	3	8	106	2.5
O=C(NCCc1ccccc1)c1cccc(NC(=O)c2ccccc2)c1	-2	0.1	3.4	16	0	-4	-5	-3	94	-0.6
Cc1cc(C)nc(NC(=O)c2ccc(Cl)c(Cl)c2)n1	0	0.1	0.5	1	3	1	0	7	91	0.2
CC1=C(C(=O)N(C(C)C)C(C)C)CC(CC(=O)NCc2cccc3ccccc23)C(=O)N1CCC1=CCCCC1 (stereo not drawn)	-6	0.1	-1.3	-4	8	29	-1	/	95	/
O=C(CN1C(=O)c2ccccc2S1(=O)=O)NC1CCCC1	-2	-0.1	3.0	-1	-10	0	0	-1	106	-2.9
CC(C)OC(=O)CSc1nnc(Cc2ccccc2)n1C	-1	-0.2	-0.1	9	4	-1	4	0	99	-0.6
COc1ccc(-c2coc3cc(O)ccc3c2=O)cc1	-6	0.0	0.5	-28	-9	-1	0	1	97	1.8

Some entries already given, limited to Glyco luc inh and MC4R ag barr.
| canonical_smiles | Glyco luc inh | MC4R ag barr |
| --- | --- | --- |
| C=CC(=O)N1c2ccccc2Sc2ccc(NC(=O)OCC)cc21 | -5 | -4.1 |
| CCCCSc1nnc(CCC)n1N | 2 | -0.9 |
